Source: PubChem (National Center for Advancing Translational Sciences (NCATS))
TbPYK inhibitor – inhibitors of Trypanosoma brucei pyruvate kinase; Q57TT1; TbPYK enzyme, Kinase-Glo Plus ATP luminescence, 45 min; Potency, µM (doses to about 76.8 µM), for the others: at the top dose activity, negative = inhibition, hits mostly inhibitors; 410,000 tested, 0.12% active; AID 624173; active = well fitted inhibition curve with a large enough effect; inconclusive = small, poorly fitted or top-dose-only effect; also: nearly all actives have a fitted effect of over 50% in size
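Glycolytic pyruvate kinase of T. brucei was incubated with substrate, test compound and 130 uM ADP for 45 minutes at room temperature. Luminescent Kinase-Glo Plus signal was measured after 10 minutes.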
An asterisk follows results filed as active; ? = inconclusive; [ ] = another dose, or the depositor's remark. % is scaled to controls: 0 for no effect and ±100 for the full control effect; potency is read from the fitted curve at half-maximal effect.

SMILES	TbPYK inhibitor
CC(=O)Nc1nonc1-c1nnc(SCc2ccccc2Cl)n1C	0%
COc1cc(CNC(=O)C2CCCCN2S(=O)(=O)c2ccc(F)cc2)cc(OC)c1OC (stereo not drawn)	-4%
Cc1cc(C)cc(Nc2sc(C(=O)c3ccccc3)c(N)c2S(=O)(=O)c2ccccc2)c1	-10%
Cc1cc2c(cc3c(=O)n(CC(=O)NCc4ccccc4Br)ncn32)s1	0%
CCC(C)NC(=O)Cn1c(-c2cccs2)cc2cc(Cl)ccc21 (stereo not drawn)	2%
Cc1ccc(OC(=O)N(C)C[C@H]2OCc3cnnn3CCCC(=O)N([C@@H](C)CO)C[C@H]2C)cc1	-6%
CCNC(=O)C1(C)CCCN(C(=O)c2nc3ccccc3s2)C1 (stereo not drawn)	-3%
Cc1c(Cl)cccc1NC(=O)CN1C(=O)COc2ccc(S(=O)(=O)N3CCOCC3)cc21	-4%
Nc1c(C2CCCCC2)c(=O)on1C(=O)c1ccccc1	2%
CC(=O)c1ccc(NC(=O)Cn2c(-n3nc(C)cc3C)nc(C)cc2=O)cc1	-10%[15.4 µM]
CC1=C(C(=O)N2CCCCCC2)CC(CC(=O)NCc2cccc3ccccc23)C(=O)N1CCC1=CCCCC1 (stereo not drawn)	-4%
COc1cc(CN2C[C@@H](CO)O[C@@H](n3cnc4c(NCC(C)C)ncnc43)C2)cc(OC)c1OC	-6%
COc1ccc(OC)c(N2C(=O)c3ccccc3C2c2nnnn2-c2ccc3c(c2)OCCO3)c1 (stereo not drawn)	-27%
Cc1ccc(Cl)cc1NC(=O)c1cnc(N2CCCCC2)c2ccccc12	-6%
CCOc1cc(CNC(=O)Cn2ncn3c(cc4cc(F)ccc43)c2=O)cc(OCC)c1OCC	3%
O=C(c1ccc2c(c1)N(Cc1c(F)cccc1Cl)C(=O)c1ccccc1S2)N1CCC2(CC1)OCCO2	4%
Cc1ccc(S(=O)(=O)c2cn(C)c3cc(N4CCCCCC4)c(F)cc3c2=O)cc1	-6%
CC(NS(=O)(=O)c1cccc(Cl)c1F)[C@H](O)c1ccccc1 (stereo partly drawn)	1%
CCOCCCNC(=O)c1ccc(-n2c(-c3ccccc3)cc3c2CCC(C)C3)cc1 (stereo not drawn)	5%
COc1ccc(N(C)S(=O)(=O)c2cccc(C(=O)OCC(=O)Nc3cc(C)ccc3OC)c2)cc1	-2%
COc1ccccc1NC(=O)C1=C(C)Nc2nc3ccccc3n2C1c1ccccc1Cl (stereo not drawn)	3%
COc1ccc(-c2noc(-c3ccc(NC4CCCCC4)c([N+](=O)[O-])c3)n2)cc1OC	-6%
COc1ccccc1N1CCN(C(=O)CCn2cnc3onc(-c4ccc(F)cc4)c3c2=O)CC1	1%
Cc1cccc(C)c1OCCn1c(C2CC(=O)N(Cc3ccc(F)cc3)C2)nc2ccccc21 (stereo not drawn)	4%
CCN(CC)C(=O)C1=C(C)N(Cc2ccc(F)cc2)C(=O)C(CC(=O)NC2CCCCC2)C1 (stereo not drawn)	3%
Cc1noc(C)c1C(=O)N1CCC1(C)C(=O)NS(=O)(=O)c1ccc(Cl)cc1 (stereo not drawn)	2%
O=c1[nH]c(=S)c2[nH]c(=S)n(-c3ccccc3)c2[nH]1	?
CCOc1ccccc1NC(=O)Cn1c(=O)n(-c2ccc(C)c(C)c2)c(=O)c2oc3ccccc3c21	3%
CC(=O)N1c2ccc(S(=O)(=O)NCC3CCC(C(=O)Nc4cc(C)cc(C)c4)CC3)cc2CC1C (stereo not drawn)	-9%
CCN(CC)CCOC(=O)c1ccc(NC(=O)c2cc3cccc(OC)c3oc2=O)cc1	1%
Cc1c(Cl)cccc1NC(=O)CN1C(=O)c2ccccc2Sc2ncccc21	-5%
CCNC(=O)C1(C)CCN(C(=O)C(c2ccccc2)c2ccccc2)C1 (stereo not drawn)	-4%
Cc1ccc(NC(=O)CC2Sc3ccccc3NC2=O)c(C)c1 (stereo not drawn)	2%
COc1ccc(-c2csc(C(C)(O)c3cccc(F)c3)n2)cc1OC (stereo not drawn)	-2%
COc1ccccc1N1CCN(C(=O)CSc2n[nH]c(-c3ccccc3Cl)n2)CC1	-3%
CCNC(=O)C1(C)CCN(C(=O)c2cccs2)C1 (stereo not drawn)	4%
CCN(CC)CCOC(=O)c1ccc(NC(=O)c2cc3cc(OC)ccc3oc2=O)cc1	-1%
Cc1ccc(NC(=O)Nc2ccc3nc(N4CCN(C)CC4)cc(C)c3c2)cc1C	-5%
COc1ccc(CN2COc3ccc4c(C)cc(=O)oc4c3C2)cc1	-2%
COc1ccc(C=O)c(-c2c(CCO)sc3ccccc23)c1	1%
CC1=Nc2cc(C(=O)NCCc3ccc(Cl)cc3)ccc2Sc2ccc(C)cc21	-4%
CN(C)c1ncc2ncc(=O)n(Cc3ccc(F)cc3)c2n1	6%
CCOC(=O)c1c(S(=O)(=O)N2CCCC(C(=O)N(C)Cc3ccccc3)C2)c(C)n(C)c1C (stereo not drawn)	0%
Cc1cccc(S(=O)(=O)c2cn(Cc3ccccc3)c3cc(N4CCCCC4C)c(F)cc3c2=O)c1 (stereo not drawn)	-11%
O=C(CN1C(=O)CC(c2ccccc2)=Nc2ccccc21)Nc1ccc(Br)cc1	2%
COc1ccccc1NC(=O)Nc1nc(C(N)Cc2ccc(Cl)cc2)cs1 (stereo not drawn)	0%
COc1ccc(OC)c(NC(=O)Nc2c(O)ccc3ccccc23)c1	4%
COc1ccc(NC(=O)CSc2nc3ccccc3n2CC(=O)N2CCCC(C)C2)cc1 (stereo not drawn)	2%
CC(C)COC(=O)N1Cc2ccccc2-n2nncc2C1	-5%
O=C1C2CC3N1CCC31c3ccccc3-n3c1c2ccc3=O (stereo not drawn)	-2%
CCOCCCNC(=O)c1c(NC(=O)c2cc(=O)c3ccccc3o2)sc2c1CCC2	0%
O=C(c1ccccc1Cl)n1nc(-c2cccnc2)nc1NCc1ccc(F)cc1	1%
COc1ccc(NC(=O)c2cc(C3CCCCN3C(=O)c3cc(C(C)(C)C)nn3C)on2)c(C)c1 (stereo not drawn)	2%
CCC(C(=O)Nc1ccccc1OC)n1nc(C)c2sc3ccccc3c2c1=O (stereo not drawn)	-4%
Cc1ccc(CNC(=O)CN2Cc3ccccc3C2=O)cc1	-13%
O=C1Nc2c(c(=O)[nH]c(=O)n2-c2ccc(Cl)cc2)C1(NS(=O)(=O)c1ccccc1)C(F)(F)F (stereo not drawn)	-1%
CCOC(=O)c1cccc(NS(=O)(=O)c2cc3c(cc2C)NC(=O)CO3)c1	-6%
COc1cccc(NC(=O)c2oc3ccc(S(=O)(=O)N4CCC5(CC4)OCCO5)cc3c2C)c1	-11%
CC(C)c1ccc(C2=NC(c3ccncc3)=Nc3ccc(F)cc3N2)cc1	1%
CC(C)(C)c1ccc(NC(=O)c2cc(C3CCCN(S(=O)(=O)c4cccc5cccnc45)C3)on2)cc1 (stereo not drawn)	4%
(continued)
SMILES	TbPYK inhibitor
CCCNC(=O)c1ccc2c(c1)ncn2-c1ccc(C)cc1C	3%
CCOC(=O)c1c(C)sc(-c2c(-c3cccc(Cl)c3)[nH]c3c2c(=O)n(C)c(=O)n3C)c1O	1%
CCCCn1nnnc1C(c1ccccc1)N1CCN(c2cc(C)ccc2C)CC1 (stereo not drawn)	-2%
O=C(Cn1ncc2c3ccccc3n(Cc3ccccc3)c2c1=O)Nc1ccccc1C(F)(F)F	-1%
O=C(O)c1cc(-c2cc(C(=O)O)c3ccccc3n2)ccc1O	7%
C[C@@H]1CN([C@@H](C)CO)C(=O)CCCn2nncc2CO[C@H]1CN(C)C(=O)Nc1ccc(N2CCCCC2)cc1	2%
Cc1ccc(-n2ncc3c(NCCCc4ccccc4)ncnc32)cc1C	3%
COc1ccc([C@H]2N[C@]3(CCCN(Cc4ccc(F)cc4)C3=O)[C@H]3C(=O)N(C)C(=O)[C@@H]23)cc1	-8%
CCOc1ccc(Cn2nnc3c(=O)[nH]c(C4CCN(C(=O)c5ccccc5)CC4)nc32)cc1	1%
COC(=O)c1ccccc1NC(=O)Cn1c(=O)n(CCCC(=O)NCCc2ccc(OC)c(OC)c2)c(=O)c2ccccc21	2%
C[C@H](CO)N1C[C@H](C)[C@@H](CN(C)CC2CCOCC2)Oc2ncc(Br)cc2C1=O	3%
COc1ccc(CCNC(=O)CN2C(=O)COc3ccc(S(=O)(=O)N4CCCCCC4)cc32)cc1OC	-2%
COc1cc(NC(=O)Nc2nnc(N3CCCCCC3)s2)cc(OC)c1	-12%
COc1cccc(-c2cnc3c(NC(C)=O)cc(-c4cccc(C(=O)N(C)C)c4)cn23)c1	-10%
COc1ccc(C)cc1NC(=O)ON=C1CCCCC1	3%
Cc1c(N=Cc2cc3c(cc2[N+](=O)[O-])OCO3)cccc1[N+](=O)[O-]	-6%
Nc1[nH]c(C(=O)c2ccccc2)c(-c2cccnc2)c1C(=O)NC1CCCCC1	3%
COC(=O)C1=CCCCC(O)=C1C(=O)OC	-5%
CCCc1nc2c3ccccc3ccn2c1Cc1ccccc1C(F)(F)F	2%
COC(=O)[C@]12CCCCC=C1N(Cc1ccco1)C(=O)[C@H](CC(=O)NCc1cccc3ccccc13)C2	-1%

For convenience, some entries already given:
SMILES	TbPYK inhibitor
CCOC(=O)c1cccc(NS(=O)(=O)c2cc3c(cc2C)NC(=O)CO3)c1	-6%
COc1cccc(NC(=O)c2oc3ccc(S(=O)(=O)N4CCC5(CC4)OCCO5)cc3c2C)c1	-11%
CC(C)c1ccc(C2=NC(c3ccncc3)=Nc3ccc(F)cc3N2)cc1	1%
CC(C)(C)c1ccc(NC(=O)c2cc(C3CCCN(S(=O)(=O)c4cccc5cccnc45)C3)on2)cc1 (stereo not drawn)	4%
CCCNC(=O)c1ccc2c(c1)ncn2-c1ccc(C)cc1C	3%
CCOC(=O)c1c(C)sc(-c2c(-c3cccc(Cl)c3)[nH]c3c2c(=O)n(C)c(=O)n3C)c1O	1%
CCCCn1nnnc1C(c1ccccc1)N1CCN(c2cc(C)ccc2C)CC1 (stereo not drawn)	-2%

(list continues)
SMILES	TbPYK inhibitor
Cc1nc2c(C(=O)NCc3ccccc3)cnn2c(C)c1Cc1ccc(F)cc1	3%
O=C1C2C3CC4C5C3C1C5C1(SCCS1)C42 (stereo not drawn)	-9%
O=Cc1cccc(OCc2cn(CC(=O)c3ccc(O)cc3)nn2)c1	7%
O=C1C(=Cc2ccc(Cl)cc2)Cc2ccccc21	-2%
CCc1ccc(NC(=O)CSC2=C(C#N)C(c3ccc4c(c3)OCO4)CC(=O)N2)cc1 (stereo not drawn)	-7%
COC(=O)c1cc(Cl)ccc1NC(=O)CSc1ncc(S(=O)(=O)c2ccc(Br)cc2)c(=O)[nH]1	-1%
COc1ccc(CCN2CC(C(=O)OCc3ccccc3Cl)CC2=O)cc1OC (stereo not drawn)	-1%
Cc1c(CCC(=O)NCc2ccc(F)cc2)c(=O)oc2cc(O)ccc12	3%
CCN(CC)CCCNC(=O)c1oc2c(c1C)-c1nn(Cc3ccc(Cl)cc3)cc1CC2	-3%
CCCCN1CC(COCc2ccccc2)Oc2cccc(OCCN3C(=O)[C@@H]4[C@H](C3=O)C3C=C[C@H]4C3)c2S1(=O)=O (stereo partly drawn)	-1%
COc1cccc(CNC(=O)CSC2=Nc3ccccc3C3=NC(C)C(=O)N23)c1OC (stereo not drawn)	-7%
COCCNC(=O)CSc1nc2cc3c(cc2c(=O)n1CCCCCC(=O)NCCc1ccc(OC)c(OC)c1)OCO3	-1%
CCCc1ccc(OCc2ccc(C(=O)Nc3ccccc3C(=O)OC)o2)cc1	-1%
CN1C=CC(C(C(N)=O)c2ccccc2)c2ccccc21 (stereo not drawn)	-2%
COc1ccc(CN2C(=O)C(CC(=O)NCCN3CCOCC3)CC(C(=O)N(C)C)=C2C)cc1 (stereo not drawn)	5%
CCn1c(=NC(=O)c2ccc(S(=O)(=O)N3CCCC3)cc2)sc2cc(Br)ccc21	-2%
CCOC(=O)CCC(=O)Nc1nnc2n1CCS2	-1%
Cc1nc(-c2cccc(CN(C)C(=O)Oc3ccc([N+](=O)[O-])cc3)c2)no1	2%
O=C(Cn1c(=O)n(CCc2ccccc2)c(=O)c2cccnc21)Nc1ccc(F)cc1	0%
CCCCSc1nnc2n(-c3cccc(C)c3)c(=O)c3c4c(sc3n12)CCCC4	-4%

Grouped by structure: the entries above with a CF3 group.
SMILES	TbPYK inhibitor
O=C1Nc2c(c(=O)[nH]c(=O)n2-c2ccc(Cl)cc2)C1(NS(=O)(=O)c1ccccc1)C(F)(F)F (stereo not drawn)	-1%
O=C(Cn1ncc2c3ccccc3n(Cc3ccccc3)c2c1=O)Nc1ccccc1C(F)(F)F	-1%
CCCc1nc2c3ccccc3ccn2c1Cc1ccccc1C(F)(F)F	2%

Some of the entries so far, field by field:
SMILES: COCCNC(=O)CSc1nc2cc3c(cc2c(=O)n1CCCCCC(=O)NCCc1ccc(OC)c(OC)c1)OCO3
  TbPYK inhibitor: -1%
SMILES: CCCCSc1nnc2n(-c3cccc(C)c3)c(=O)c3c4c(sc3n12)CCCC4
  TbPYK inhibitor: -4%

(listing goes on)
SMILES	TbPYK inhibitor
O=C(Nc1ccc2c(c1)OCCO2)C(CCc1ccccc1)N1CCC(Cc2ccccc2)CC1 (stereo not drawn)	-5%
c1ccc(-c2cc(-c3ccccc3)c3c(n2)-c2ccccc2OC3)cc1	-3%
CCOC(=O)c1ccc(CN(Cc2ccccc2)S(=O)(=O)c2ccc(C)cc2)cc1	-9%[15.4 µM]
COc1cccc(CNCCSc2nnnn2C)c1OCc1ccc(F)cc1	1%
CC(C)N(c1ccccc1)c1ccc(NC(=O)[C@@H]2O[C@H](CO)[C@H](O)[C@H](O)[C@H]2O)cc1	-1%
COc1ccccc1CNC(=O)C1CCN(S(=O)(=O)c2c(C)noc2/C=C/c2cccs2)CC1	-6%

Some of the compounds tested. The share of hits here may be higher or lower than overall.
